Screening results from PubChem.
D3 antag: qHTS of D3 Dopamine Receptor Antagonist: qHTS. 2.5% of 360,000 active. AID 652054, 2013. D(3) dopamine receptor (Homo sapiens), P35462. max response, negative = inhibition, %. D3R cells, DiscoveRx beta-arrestin luminescence, antagonist mode; active compounds read low; in the data active = max response below about -50%; inconclusive = no clear call, values can overlap the other calls; note: % is set by controls: 0 for no effect and ±100 for the full control effect; mostly tested at two doses, the higher about 12 µM
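Cells plated overnight at 1500 cells/well, then exposed to library compounds with dopamine controls for 90 minutes at 37 degrees C. DiscoveRx reagent added for 30–60 minutes at room temperature; luminescence read, quantitative HTS format.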
Abeta rescue: qHTS for compounds that reverse cellular toxicity of Amyloid beta (A-beta) peptide in yeast: Primary Screen; yeast expressing A-beta42, growth rescue, OD600, 48 h; response scale: 0% DMSO, 100% iron-clioquinol control; Potency, µM (highest dose often 46.1 µM), inactives show at the top dose growth rescue, hits mostly activators; AID 1347071, 2019; 0.063% of 410,000 active; note: potency is the fitted concentration of half-maximal effect; nearly all actives have a fitted effect of over 55% in size
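Yeast A-beta toxicity model in growth medium with pinned compounds, 48 h at 30 C; growth read as absorbance at 600 nm. Normalized to FeCl3/clioquinol equimolar mix (positive) and DMSO (negative).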
DRD3 agonist: qHTS of D3 Dopamine Receptor Agonist: qHTS; AID 652048, 2013; D3R DiscoveRx beta-arrestin cells, luminescence, 90 min; D(3) dopamine receptor (Homo sapiens), P35462; max activation, %; 0.58% of 410,000 active; in the data active = max activation above about 30%; note: 0% is about no effect; mostly tested at two doses, the higher about 12 µM
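Agonist mode: compounds and dopamine controls were applied to plated cells for 90 min at 37 degrees C after an overnight attachment at 1500 cells/well. Luminescent read-out followed 30 - 60 minutes at room temperature with DiscoveRx detection reagent.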
EPAC2 antag: qHTS for Antagonist of cAMP-regulated guanine nucleotide exchange factor 2 (EPAC2): primary screen; 0.18% of 360,000 active; Potency, µM (doses to about 114 µM), without a hit: at the top dose activity, negative = inhibition, hits mostly inhibitors; EPAC2 GEF exchange of Rap1B-BODIPY-GDP, fluorescence; note: potency is the fitted concentration of half-maximal effect; % is set by controls: 0 for no effect and ±100 for the full control effect; nearly all actives have a fitted effect of over 45% in size; many of its hits are not listed in these tables
Target sequence (Q8WZA2 whole entry, looked up): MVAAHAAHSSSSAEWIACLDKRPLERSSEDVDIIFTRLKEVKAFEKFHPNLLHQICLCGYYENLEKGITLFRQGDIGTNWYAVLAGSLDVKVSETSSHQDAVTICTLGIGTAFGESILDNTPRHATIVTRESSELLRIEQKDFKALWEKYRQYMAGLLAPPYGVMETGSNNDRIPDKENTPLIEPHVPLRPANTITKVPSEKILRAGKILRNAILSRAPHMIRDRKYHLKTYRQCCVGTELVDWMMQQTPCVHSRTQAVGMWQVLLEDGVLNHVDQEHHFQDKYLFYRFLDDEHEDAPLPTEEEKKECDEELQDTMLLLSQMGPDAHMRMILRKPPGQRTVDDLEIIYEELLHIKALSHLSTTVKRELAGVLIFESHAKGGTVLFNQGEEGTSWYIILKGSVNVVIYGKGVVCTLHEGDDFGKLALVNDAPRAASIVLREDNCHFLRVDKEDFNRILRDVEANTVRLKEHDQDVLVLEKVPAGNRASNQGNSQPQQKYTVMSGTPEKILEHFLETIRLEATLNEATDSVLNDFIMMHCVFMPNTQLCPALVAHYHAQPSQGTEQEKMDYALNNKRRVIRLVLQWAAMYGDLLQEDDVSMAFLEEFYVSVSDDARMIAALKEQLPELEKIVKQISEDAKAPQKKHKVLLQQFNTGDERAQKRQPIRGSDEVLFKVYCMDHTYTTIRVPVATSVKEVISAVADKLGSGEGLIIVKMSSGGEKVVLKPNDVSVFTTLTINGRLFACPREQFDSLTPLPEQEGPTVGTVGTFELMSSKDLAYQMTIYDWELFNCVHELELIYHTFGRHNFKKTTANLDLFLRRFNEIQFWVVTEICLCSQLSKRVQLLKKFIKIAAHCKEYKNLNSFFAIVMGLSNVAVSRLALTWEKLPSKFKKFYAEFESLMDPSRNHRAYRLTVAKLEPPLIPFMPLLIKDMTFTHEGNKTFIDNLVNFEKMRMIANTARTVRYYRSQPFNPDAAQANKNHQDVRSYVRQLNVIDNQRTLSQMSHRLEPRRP
EPAC2 ag: qHTS for Agonist of cAMP-regulated guanine nucleotide exchange factor 4 (EPAC2): primary screen | Potency, µM (highest dose often 154 µM), for inactives: at the top dose activation, usual class: activators | 0.079% of 360,000 active | Rap guanine nucleotide exchange factor 4 (Homo sapiens), Q8WZA2 | EPAC2 activation, biochemical qHTS; response scale: 100% = 6.5 mM cAMP response; note: potency is the fitted concentration of half-maximal effect; nearly all actives have a fitted effect of over 50% in size
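Compounds were added across a concentration range to EPAC2 (100 nM), RAP1B-BODIPY-GDP (250 nM) and GDP (50 uM). After 5 min at room temperature, fluorescence was recorded at 5-min intervals for 30 min.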
aSyn yeast inh: qHTS of alpha-syn Inhibitors; 0.14% of 370,000 active; Potency, µM (doses to about 46.1 µM), inactives show top-dose growth rescue (activation), most hits filed as activators; Yeast expressing alpha-synuclein, growth rescue, BacTiter-Glo, 24 h; note: potency is the fitted concentration of half-maximal effect; % of control where 0% means no effect; nearly all actives have a fitted effect of over 65% in size
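Readout is rescue of growth in alpha-synuclein-expressing yeast, so inhibitors of toxicity appear as activators. Growth after 24 hr at 30 deg C in galactose medium is quantified by luminescence.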
TDP43 rescue: qHTS of TDP-43 Inhibitors | 1.8% of 410,000 active | Potency, µM (series often up to 46.1 µM), for the others: at the highest dose growth rescue (activation), actives largely listed as activators | TDP-43 expressing yeast growth rescue, BacTiter-Glo, 24 h; note: potency is the fitted concentration of half-maximal effect; % of control where 0% means no effect; nearly all actives have a fitted effect of over 50% in size
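Luminescence from BacTiter-Glo reports growth of TDP-43-expressing yeast after 24 hr at 30 deg C with compound. Cells were raffinose-pregrown to mid-log, then seeded in galactose medium at OD600=0.02.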
FUS suppressor: qHTS for Suppressors of FUS Proteinopathy: Primary screen using FUS-linked yeast assay; 0.24% of 390,000 active; AID 1347120, 2019; S. cerevisiae FUS-expressing, growth rescue, OD600, 24 h; Potency, µM (doses to about 76.6 µM), for inactives: at the highest dose growth rescue (activation), most hits filed as activators;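 note: potency is the fitted concentration of half-maximal effect; plate controls were DMSO vehicle for no effect and reference control for full effect; nearly all actives have a fitted effect of over 55% in size; some results filed as inactive show a strong effect at the top dose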
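Yeast expressing FUS under galactose induction, OD 0.005 in 2% galactose medium; compounds in a dilution series, 24 h at 30C. Growth rescue by absorbance at 600 nm; CP55940 positive control, DMSO negative.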
* hit, by the source's call; ? = inconclusive; · = no result given; [ ] = another dose, or the depositor's remark. Unless noted, calls come from the whole dose curve; as a rule, active = well fitted curve in the direction sought with a large enough effect; inconclusive = small, poorly fitted or top-dose-only effect, or another doubt; inactive = no such curve, though single readings can be large; an effect the other way counts as inactive or inconclusive. An excerpt. The share of hits here may be higher or lower than overall.

Compound	Abeta rescue	D3 antag	EPAC2 antag	DRD3 agonist	FUS suppressor	aSyn yeast inh	EPAC2 ag	TDP43 rescue
Cc1oc(-c2ccc(Cl)cc2)nc1CN1CCCN(C(=O)c2ccco2)CC1	3%	-16	-5%	-27	·	9%	1%	-14%
CCOC(=O)c1nnn(-c2nonc2N)c1-c1ccc(Br)cc1	27%	-10	-21%	-6	-17%	-2%	22%	17%
c1ccc(OCCOCCN2CCOCC2)cc1	-13%	-27	3%	-17	-21%	-2%	7%	-25%
CCOC(=O)c1ccc(NC(=O)Cn2nnc(-c3ccccc3C)n2)cc1	25%	1	-16%	6	20%	9%	12%	9%
CCN1C(=O)CC(C(=O)NC)SC1=Nc1cc(Cl)c(O)c(Cl)c1 (stereo not given)	2%	-13	-1%	-8	11%	3%	4%	-9%
Cc1ccc(C)c(NC(=O)CSc2nnc(CNC(=O)c3ccccc3)n2-c2ccccc2)c1	-4%	·	·	-5	33%	·	·	4%
CC1CCCCN1S(=O)(=O)c1coc(C(N)=O)c1 (stereo not given)	-3%	6	3%	5	-15%	3%	10%	?
Cc1ccc(C(=O)Nc2ccc(Cl)cc2C)c(Cl)c1	-7%	-23	-16%	-3	-4%	-1%	-2%	14%
CC(=O)N(C(C)=O)c1ccc(Oc2ccc(Oc3ccc(N(C(C)=O)C(C)=O)cc3)cc2)cc1	15%	92	-8%	-1	13%	0%	-5%	21%
Cc1oc(-c2cccs2)nc1CN1CCC(CO)(CCOc2ccccc2)CC1	-24%	-89*	0%	-12	20%	4%	9%	-6%
O=C(N/C(=C/c1ccccc1)C(=O)N1CCCCC1)c1ccccc1	15%	-25	8%	-7	18%	-2%	0%	-21%
CCN(C(=O)COC(=O)c1cccc(-n2cnnn2)c1)C1CCCCC1	3%	15	-1%	-7	5%	-3%	4%	-7%
CN(CCC#N)c1ccc(/C=C(\C#N)c2ccccn2)cc1	-6%	-1	7%	1	·	-4%	?	8%
CC(=O)N(/N=C1/C(=O)Nc2ccccc21)c1ccccc1	6%	-5	?	5	20%	-5%	7%	-5%
O=C1NCCCC2c3c(cc(Br)c(O)c3Br)OC12N1CCOCC1 (stereo not given)	-4%	8	3%	-5	7%	0%	9%	6%
Cc1ccc(C(=O)N/C(=C\c2cccc([N+](=O)[O-])c2)C(=O)NC(Cc2ccccc2)C(=O)O)cc1 (stereo not given)	0%	-6	17%	-33	·	-6%	5%	-21%
O=C(OCc1c(-c2ccccc2)ncc2ccccc12)c1ccc(Cl)cc1Cl	-15%	1	4%	2	-29%	14%	11%	21%
Cc1cccc(NC(=O)CN2CCN(C(=O)C3CCC3)CC2)c1C	6%	0	-1%	-7	10%	-7%	0%	-8%
Nc1nc(SCC(=O)NCCCO)nc2sc3c(c12)CCC3	7%	8	-4%	6	15%	4%	0%	-17%
Cc1nc(C(F)(F)F)ccc1C(=O)N1CCCC(C(=O)O)CC1 (stereo not given)	-13%	-23	10%	-3	-23%	0%	11%	17%

4 of the compounds above, with two lines to a compound:
Each structure is followed by: Abeta rescue | D3 antag | EPAC2 antag | DRD3 agonist | FUS suppressor | aSyn yeast inh | EPAC2 ag | TDP43 rescue
CC(=O)N(/N=C1/C(=O)Nc2ccccc21)c1ccccc1
→ 6% | -5 | ? | 5 | 20% | -5% | 7% | -5%
O=C1NCCCC2c3c(cc(Br)c(O)c3Br)OC12N1CCOCC1 (stereo not given)
→ -4% | 8 | 3% | -5 | 7% | 0% | 9% | 6%
Cc1ccc(C(=O)N/C(=C\c2cccc([N+](=O)[O-])c2)C(=O)NC(Cc2ccccc2)C(=O)O)cc1 (stereo not given)
→ 0% | -6 | 17% | -33 | · | -6% | 5% | -21%
O=C(OCc1c(-c2ccccc2)ncc2ccccc12)c1ccc(Cl)cc1Cl
→ -15% | 1 | 4% | 2 | -29% | 14% | 11% | 21%

Further compounds
Compound	Abeta rescue	D3 antag	EPAC2 antag	DRD3 agonist	FUS suppressor	aSyn yeast inh	EPAC2 ag	TDP43 rescue
O=C(COc1ccc(C(=O)c2ccccc2)cc1)NCc1ccc(F)cc1	-22%	-14	-8%	-3	17%	17%	5%	?
Nc1scc(-c2ccncc2)c1Cl	-13%	-10	7%	-2	23%	-13%	0%	4%
CCN1CCN(CC(=O)Nc2cc(S(=O)(=O)N(CC)c3ccccc3)ccc2Cl)CC1	-3%	-27	2%	-12	0%	2%	5%	-20%
Cc1ccc(NC(=S)NCc2ccc3c(c2)OCO3)cc1	9%	48	-13%	4	3%	-3%	-2%	22µM*
CNc1ncnc2sc(-c3ccccc3)cc12	-12%	10	-1%	-15	34%	-4%	8%	?
Cc1cc(C)c(S(=O)(=O)c2ccccc2Cl)c(=O)[nH]1	1%	-2	-11%	0	-31%	2%	5%	6%
COc1ccc2oc(=O)c(-c3cn4c(n3)sc3cc(OC)ccc34)cc2c1	-18%	·	·	-15	-13%	·	·	2%
Cc1ccc(S(=O)(=O)N2CCN(C(=O)c3cc(-c4ccc(Br)cc4)n[nH]3)CC2)c(C)c1	-5%	·	·	11	-1%	·	·	24%
CCCCCCNCc1ccc(Br)cc1	12%	-66*	-1%	-34	-21%	-11%	11%	-13%
O=c1c2ccccc2cnn1Cc1n[nH]c(=S)n1-c1ccccc1Cl	29%	5	3%	1	-14%	7%	4%	3%
O=C(NC(=S)NN1CCCCC1c1cccnc1)c1ccc(Cl)cc1Cl (stereo not given)	?	2	-5%	-2	12%	1%	6%	-1%
COc1ccccc1CN=C1NC(=O)C(CC(=O)Nc2ccc(OC)c(OC)c2)S1 (stereo not given)	1%	14	13%	-16	44%	7%	-2%	-20%
C=C1[C@@H](OC(C)=O)CC[C@]2(C)[C@@H]1C[C@@H]1C[C@H](OC(C)=O)C(C)=C([C@@H](OC(C)=O)[C@@H]2OC(C)=O)C1(C)C	3%	-8	2%	-17	?	0%	7%	6%
CCc1ccc(-c2cc(C(=O)NCc3ccccn3)c3ccccc3n2)cc1	-27%	11	-8%	6	·	3%	-2%	0%
COc1ccc([C@@H]2CC=C(C(=O)O)[C@H](c3ccc(C)cc3)N2S(=O)(=O)c2ccc(C)cc2)cc1OC	-1%	11	1%	5	38%	0%	1%	?
Cc1ccc2c(c1)sc(=NC(=O)C1CC1)n2C	-18%	9	-8%	-6	-13%	8%	1%	30%
C=CCOC(=O)Nc1ccc(Cl)cc1NC(=O)OCC=C	29%	33	-4%	-3	0%	-9%	0%	?
COc1ccc(NC(=O)N2CCC(n3c(C)nc4cccnc43)CC2)cc1OC	-13%	·	·	0	-21%	·	·	14%
Fc1ccccc1NC(=S)Nc1ccc(CN2CCOCC2)cc1	-18%	9	?	0	-9%	-2%	4%	-21%
N=c1n(CCO)c2ccccc2n1Cc1ccccc1Cl	-6%	31	-1%	2	-3%	0%	13%	-6%
CSc1nc(N)nc2c1ncn2CC(=O)N1CCN(c2ccccn2)CC1	4%	14	1%	9	-17%	0%	6%	2%
CC(=O)Nc1ccccc1C(=O)C(=O)Nc1cccc(C(=O)NCC2CCCO2)c1 (stereo not given)	2%	3	5%	3	9%	-1%	0%	4%
COc1cccc(-c2cnc3c(NC=O)cc(-c4ccc(N5CCN(C)CC5)cc4)cn23)c1	10%	1	-13%	-11	17%	2%	6%	0%
CN1CCN(NC(=O)Nc2ccc(Br)cc2Cl)CC1	6%	3	-4%	0	28%	-1%	0%	-27%
CCCCN(C(=O)c1cc(Cl)nc2ccccc12)c1c(N)n(CCCC)c(=O)[nH]c1=O	-14%	0	16%	-3	17%	-1%	-6%	0%
N#Cc1ccc(-c2cccnc2)nc1SCC(N)=O	1%	10	7%	-11	-30%	-4%	6%	15%
COc1ccccc1N1CCN(CC(=O)Nc2nc(C)c(C(=O)N(C)C)s2)CC1	-16%	10	4%	-4	-8%	-7%	4%	-8%
COc1ccc(C(C)=NOC(=O)c2c(-c3ccccc3Cl)noc2C)cc1CN1CCOCC1	-3%	11	-8%	-1	14%	-3%	11%	22%
CSc1ccccc1C(=O)N(CC1CCCO1)c1c(N)n(Cc2ccccc2)c(=O)[nH]c1=O (stereo not given)	-12%	-8	-10%	-12	17%	0%	4%	-4%
CC(C)c1ccc(/C=N/NC(=O)c2nnn(-c3nonc3N)c2CSC2=NCCS2)cc1	5%	-20	-7%	0	·	1%	-5%	8%
CSc1ccc(/C=C/c2nc3ccccc3n2S(=O)(=O)c2cccc(Cl)c2)cc1	-58%[inhibitor]	·	·	3	-6%	·	·	-43%[inhibitor]
COc1cccc(SCc2noc(C(=O)NCCCN3CCOCC3)c2C(=O)NCCCN2CCOCC2)c1	-6%	?	7%	-16	-11%	0%	-1%	5%
CC(C)Cc1csc(NC(=O)c2ccc(F)cc2)c1C(=O)O	-14%	8	-1%	1	0%	-3%	-2%	-1%
CCCCOC(=O)Nc1ccc(N2CCCCC2)cc1	17%	5	-15%	3	·	-5%	-8%	-9%
CC1CC(C)CN(C(=O)CSc2nc(Cc3cccs3)nc3ccccc23)C1 (stereo not given)	1%	11	-26%	27	41%	-7%	4%	15%
Cc1cc(NC(=O)C2Oc3ccccc3OC2C)no1 (stereo not given)	-2%	-138*	1%	1	2%	-1%	14%	3%
CC(C)[C@H](NC(=O)c1ccc(Cl)cc1Cl)C(=O)NNC(=O)c1ccco1	1%	15	3%	3	14%	-5%	3%	-20%
COc1ccc(NC(=O)C(=O)NCCC2CCCCN2S(=O)(=O)c2ccc(F)cc2)cc1 (stereo not given)	17%	-19	-3%	-14	-29%	-2%	7%	-14%
Cc1cc2c(NC(=O)Nc3ccc(C(F)(F)F)cc3)cccc2nn1	8%	21	-1%	6	1%	5%	-8%	17%
NC(=O)C1(N2CCCCC2)CCN(C(=O)c2ccc(C#Cc3ccccc3)o2)CC1	15%	17	-13%	0	-15%	0%	-3%	14%
CN1C=CC2=C(C#N)C(N)C(C#N)(C#N)C(c3ccccc3)C2C1 (stereo not given)	8%	?	-6%	-5	30%	-1%	16%	-1%
